proKLK7 act – activates the human kallikrein-7 zymogen. purified proKLK7, EDANS-DABCYL substrate fluorescence; 100% is mature enzyme control, 0% vehicle. activation, % at 7 µM. 0.9% of 370,000 active. AID 652039;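 active = activation above the mean of all tested compounds plus 3 SD, computed per campaign excluding outliers beyond control limits, cut at about 13% in these data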
PLC-beta3 inh – blocks human PLC-beta3 enzyme activity. Q01970. Purified PLC-beta3, fluorogenic substrate, fluorescence. inhibition, % at 12.2 µM. 0.18% of 370,000 active. AID 720704; in the data active = inhibition above about 11%;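 also: 0% = median of compound wells on plate and 100% = full blocker control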
Target sequence (Q01970 whole entry, looked up): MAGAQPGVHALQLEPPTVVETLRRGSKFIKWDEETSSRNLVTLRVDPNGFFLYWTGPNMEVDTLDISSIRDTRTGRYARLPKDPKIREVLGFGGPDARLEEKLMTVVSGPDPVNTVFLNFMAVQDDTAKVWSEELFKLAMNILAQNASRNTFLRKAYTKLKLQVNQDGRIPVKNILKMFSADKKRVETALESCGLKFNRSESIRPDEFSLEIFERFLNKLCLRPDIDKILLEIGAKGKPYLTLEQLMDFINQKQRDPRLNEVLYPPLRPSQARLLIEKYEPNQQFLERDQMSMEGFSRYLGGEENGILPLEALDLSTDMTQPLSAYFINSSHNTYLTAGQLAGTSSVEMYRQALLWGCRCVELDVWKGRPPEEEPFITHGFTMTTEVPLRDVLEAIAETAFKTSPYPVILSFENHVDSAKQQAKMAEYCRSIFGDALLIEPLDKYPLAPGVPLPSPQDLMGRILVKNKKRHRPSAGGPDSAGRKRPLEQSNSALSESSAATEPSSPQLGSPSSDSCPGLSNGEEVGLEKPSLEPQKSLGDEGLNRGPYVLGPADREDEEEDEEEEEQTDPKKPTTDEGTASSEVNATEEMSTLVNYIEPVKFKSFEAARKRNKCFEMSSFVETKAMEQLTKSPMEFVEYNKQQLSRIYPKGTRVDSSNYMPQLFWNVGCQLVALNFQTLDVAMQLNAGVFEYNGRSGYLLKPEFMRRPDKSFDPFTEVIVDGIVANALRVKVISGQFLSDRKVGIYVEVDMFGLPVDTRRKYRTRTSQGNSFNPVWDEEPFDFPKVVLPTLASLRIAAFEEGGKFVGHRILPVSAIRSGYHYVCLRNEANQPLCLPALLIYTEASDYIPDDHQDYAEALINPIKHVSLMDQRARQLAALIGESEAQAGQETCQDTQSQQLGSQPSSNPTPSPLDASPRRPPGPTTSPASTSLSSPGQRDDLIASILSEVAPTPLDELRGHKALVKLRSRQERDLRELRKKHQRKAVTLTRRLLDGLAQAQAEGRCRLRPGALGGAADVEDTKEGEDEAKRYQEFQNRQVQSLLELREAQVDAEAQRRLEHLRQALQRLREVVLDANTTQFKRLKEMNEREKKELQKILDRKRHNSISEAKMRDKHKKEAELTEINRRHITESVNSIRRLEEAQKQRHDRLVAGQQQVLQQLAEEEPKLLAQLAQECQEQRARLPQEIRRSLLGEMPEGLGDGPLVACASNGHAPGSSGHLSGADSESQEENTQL
PLCg1 inh – PLC-gamma1 (human) inhibition, primary screen. AID 720700. inhibition, % at 12.2 µM. P19174. 0.84% of 370,000 active. purified PLC-gamma1, fluorogenic substrate, fluorescence; in the data active = inhibition above about 9.5%
Rev-erbA mod – modulates human Rev-erb alpha binding to DNA. activity, % at 10 µM. P20393. Rev-erbα–FITC-DNA binding, fluorescence polarization, 90 min. 0.79% of 370,000 active;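 active = activity above about 14%, limit read from the data; passing the limit was not always enough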;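 also: 0% = DMSO wells with 35 nM protein and 100% = DMSO wells with 750 nM protein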
Tn7 DDE FP – DD(E)-Tn7 binding inhibition, primary FP screen; inhibition, % at 8.3 µM; FP displacement of FITC-Tn7 peptide from fibrin DD(E); 0% = median of compound wells per plate; 0.13% of 370,000 active; P02675; AID 720508;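 active = inhibition above the mean of compounds falling within the control limits plus 3 SD of them, cut at about 14% in these data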;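 also: 0% = plate median of compound wells and 100% = 10 µM Aha-Tn7 peptide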
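Test system – human fibrin DD(E) · Times – 10 min preincubation, 3 h with tracer, room temperature · Detection – fluorescence polarization of the labelled Tn7 tracer · Measure – percent inhibition normalized to high-control wells · Benchmarks – high control wells with 10 µM unlabelled Aha-Tn7 peptide (full inhibition) · Repeats – singlicate testing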
Tn6 DDE FP – inhibitors of Tn6 peptide binding to human fibrin DD(E) | P02675 | Fibrin DD(E) TRITC-Tn6 fluorescence polarization displacement | inhibition, % at 8.3 µM | 0.21% of 370,000 active;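 active = inhibition above a per-campaign cutoff: mean of compounds within control limits plus 3 SD, cut at about 15% in these data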;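 also: 0% = median of all compound wells on the plate and 100% = blocking peptide control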
ASAP1 inh – ASAP1 ArfGAP inhibition. ASAP1-stimulated ARF1 GTP hydrolysis, GDP FP detection. 0.19% of 360,000 active. Q9ULH1. inhibition, % at 16.5 µM; in the data active = inhibition above about 25%;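 also: 0% = vehicle with enzyme and substrate and 100% = no enzyme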
HGIII-sPLA2 inh – Inhibits HGIII-sPLA2 liposome hydrolysis, primary screen. inhibition, % at 12.2 µM. Q9NZ20. QFRET BODIPY PC-A2 liposome hydrolysis, fluorescence. 0.56% of 370,000 active;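 active = inhibition above mean plus 3 SD of compounds lying within the high and low control bounds, cut at about 19% in these data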;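 also: 0% = median of test compound wells and 100% = no enzyme DMSO wells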
ARFGAP1 inh – inhibits rat ARF GTPase activating protein 1 | AID 651572 | Arfgap1-stimulated ARF1 GTP hydrolysis, GDP FP detection | 0.26% of 360,000 active | Q62848 | inhibition, % at 16.5 µM;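 active = inhibition above a per-plate limit, mean inhibition of low control wells plus 3 SD, cut at about 25% in these data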;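 also: 0% = DMSO wells with enzyme and 100% = wells lacking Arfgap1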
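Assay system: Rat Arfgap1 GAP domain (His6, aa 1-136), purified enzyme | Buffer or medium: HEPES 25 mM pH 7.5, NaCl 150 mM, MgCl2, DTT | Schedule: GTP hydrolysis reaction 2 h at 25 °C | Signal: FP of antibody-bound GDP Alexa 633 tracer, ex 620/em 688 nm | Measure: Percent inhibition of Arfgap1-stimulated GTP hydrolysis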
UHRF1 MBD2 ctr – blocks human UHRF1 binding to methylated DNA; AID 687016; 0.75% of 370,000 active; inhibition, % at 4.4 µM; UHRF1 binding to methylated oligo, TR-FRET; in the data active = inhibition above about 21%;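 also: UHRF1 SRA domain binding a hemimethylated CpG hairpin DNA probe; 0% = median of test compound wells and 100% = reference inhibitor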
Active calls of the source: *; i = inactive. Random draw from the library; 4.5% or so of the library scored in one or more.

SMILES | proKLK7 act | PLC-beta3 inh | PLCg1 inh | Rev-erbA mod | Tn7 DDE FP | Tn6 DDE FP | ASAP1 inh | HGIII-sPLA2 inh | ARFGAP1 inh | UHRF1 MBD2 ctr
O=C1CCC[C@@H]2Cc3nc4ccc(O)cc4cc3[C@@H]3CCN1[C@H]23 | -0.4 | -50 | -30 | 6 | 1 | 9 | 0 | 4 | 6 | 4
CC1CC(C)CN(Cc2nc3c(c(=O)n(C)c(=O)n3C)n2CCN2CCOCC2)C1 (stereo not drawn) | 0.7 | -1 | -3 | -5 | -11 | -8 | -12 | 4 | 8 | -2
O=c1cc(-c2ccccc2)n(S(=O)(=O)c2ccccc2)o1 | -1.0 | 1 | 3 | -4 | -6 | -1 | 5 | -8 | 3 | -3
COc1ccc(OC)c(/C(O)=C/C(=O)C(=O)Nc2ccccc2OC)c1 | 0.7 | -10 | -7 | -4 | -2 | 10 | 1 | -5 | -5 | 19
CCOC(=O)c1[nH]c2ccc(OC)cc2c1NC(=S)N1CCN(c2cccc(Cl)c2)CC1 | -1.1 | -21 | -16 | -3 | 4 | 11 | -1 | 8 | 11 | 0
O=C(O)c1ccc(-c2ccc(O)c(F)c2)cc1 | -7.7 | -19 | -16 | -7 | -3 | 0 | -13 | -3 | -4 | 1
Cc1cc(C(=O)OCC(=O)N(CC(C)C)c2c(N)n(Cc3ccccc3)c(=O)[nH]c2=O)c(C)o1 | 0.4 | -9 | -6 | -2 | 3 | -1 | 5 | 3 | 6 | 0
CCOC(=O)Nc1cccc(C(=O)O)c1 | -0.1 | 2 | 3 | 6 | -2 | 4 | 5 | -3 | 1 | 1
O=C(Nc1cn(-c2ccccc2)nc1-c1ccccc1)c1ccccc1 | 0.5 | -1 | 2 | 0 | -5 | 3 | 10 | -5 | -9 | -2
O=C1NC(Cc2ccc(O)cc2)c2nc3ccc(Cl)cc3c(=O)n2-c2cc3ccccc3cc21 (stereo not drawn) | -2.2 | -5 | -2 | 2 | 0 | 2 | -2 | -5 | 22 | 3
COc1cc2cc(CCOC(=O)N3CCCCC3)oc(=O)c2cc1OC | -0.2 | -8 | -7 | -6 | -3 | -1 | 0 | 2 | 2 | -1
CCOC(=O)C(NC(=O)CC)(Nc1nc2c(s1)CCCC2)C(F)(F)F (stereo not drawn) | -0.3 | 2 | -2 | 0 | -2 | -3 | -10 | -5 | -2 | 1
C=CCN=C(NC#N)SCc1ccccc1 | 0.0 | -317 | 6 | 0 | -4 | -3 | -2 | 6 | -7 | 5
COc1ccc2nc(NCCCNC(=O)c3cc(OC)c(OC)c(OC)c3)c(C#N)cc2c1 | 11 | i | i | -2 | -1 | -3 | -7 | -5 | -2 | -6
O=C1[C@@H]2Cc3c([nH]c4ccccc34)C(c3ccccc3)N2C(=O)CN1CCO (stereo partly drawn) | 0.4 | -2 | 0 | -6 | -6 | -2 | -3 | -8 | -1 | -2
CCOC(=O)c1cn2nc(-c3ccc(OC)cc3)cc2nc1C1CCN(C(=O)OC(C)(C)C)CC1 | -0.3 | 5 | -3 | 5 | 1 | -1 | 8 | 10 | 3 | 0
COCCNC(=O)CCCn1c(=O)c2cc(OC)c(OC)cc2n(CC(=O)c2ccc(Cl)cc2)c1=O | -0.1 | 0 | 1 | 2 | 2 | 4 | 4 | 2 | 8 | -1
CCOC(=O)N1CCN(C(=O)CCCCCn2c(=S)[nH]c3cc4c(cc3c2=O)OCO4)CC1 | -0.1 | -2 | 1 | 1 | 2 | -7 | 8 | 3 | 10 | -3
N#Cc1c(NCCO)ccc([N+](=O)[O-])c1NCCO | 0.6 | -2 | 0 | 0 | 2 | 11 | -4 | -1 | -5 | -7
Cc1c(C(=O)NCc2ccccc2CN2CCCC2)oc2ccccc12 | 0.5 | -8 | -3 | -9 | -1 | -7 | 2 | 7 | -4 | 0
CCOc1ccc(S(=O)(=O)Nc2ccc(C(=O)NCC(c3ccc(OC)cc3)N3CCOCC3)cc2)cc1 (stereo not drawn) | 0.2 | 2 | -1 | 6 | 5 | -5 | 1 | -28 | 10 | 2
O=C(CN1CCc2ccccc2C1)Nc1cc(S(=O)(=O)N2CCOCC2)ccc1N1CCCC1 | 0.0 | -3 | -6 | -3 | 2 | 4 | 8 | -1 | 7 | 0
COc1ccc(NS(=O)(=O)c2cc(NS(=O)(=O)c3cc(C(=O)O)ccc3OC)ccc2C)cc1 | 0.4 | -3 | -2 | -1 | 4 | -4 | -4 | -4 | 13 | -1
CC(=O)NCc1cccc(CNC(C)=O)n1 | -0.2 | 6 | 1 | -9 | 3 | -5 | -1 | 7 | 13 | -3
CCn1cc(C(=O)N2CCN(c3ccccc3)CC2)c(=O)c2cc(S(=O)(=O)N3CCOCC3)ccc21 | -0.5 | -4 | 3 | -4 | -8 | -4 | 6 | 10 | 21 | -1

Continuation.
SMILES | proKLK7 act | PLC-beta3 inh | PLCg1 inh | Rev-erbA mod | Tn7 DDE FP | Tn6 DDE FP | ASAP1 inh | HGIII-sPLA2 inh | ARFGAP1 inh | UHRF1 MBD2 ctr
CCS(=O)(=O)Nc1ccccc1C(N)=O | -12 | -45 | -36 | 0 | 3 | -2 | -3 | 0 | 8 | 2
COc1cc2c(cc1OC)C(c1ccc([N+](=O)[O-])cc1)N(C(C)=O)CC2 (stereo not drawn) | -0.4 | -2 | 0 | 6 | 10 | -8 | 12 | 0 | -2 | 0
O=[N+]([O-])c1cc(S(=O)(=O)N2CCCC2)ccc1SCCO | 0.3 | -4 | -1 | 4 | -8 | -2 | -1 | -3 | 8 | 1
COc1ccc(NC(=S)NCc2ccccc2)c(OC)c1 | -0.6 | -2 | -1 | -5 | -6 | -3 | -3 | 15 | -1 | 1
CN(CC(=O)Nc1ccccc1Cl)C(=O)COC(=O)c1ccc(-c2ccc(O)cc2)cc1 | 0.1 | -106 | -75 | -2 | -3 | -1 | 9 | -21 | 10 | 2
S=c1[nH]c(-c2ccc(Cl)cc2)cs1 | -0.2 | 0 | -3 | -1 | 7 | 2 | 10 | 4 | 5 | -1
O=C(Nc1ccc(Oc2cccc3ccccc23)cc1)c1ccco1 | 0.6 | -2 | -1 | 0 | -2 | -10 | -7 | -9 | 28* | 1
CCOC(=O)[C@]12CCC=C1N(Cc1ccccc1)C(=O)[C@H](CC(=O)NCCc1ccccc1OC)C2 | -0.6 | 1 | 4 | -3 | 2 | -4 | -12 | -6 | 8 | -1
COC(=O)c1cc2c(s1)-c1cc(F)ccc1OC2 | -35 | -491 | -468 | -5 | -7 | 1 | -8 | -3 | -3 | 4
N#Cc1c(NC(=O)CCC(=O)O)sc2c1CCCCC2 | 0.2 | -16 | -3 | 1 | -7 | 5 | 14 | 1 | -9 | 1
O=C(C[C@H]1C/C=C\CCC(=O)OC[C@H]2CCCN2C1=O)NCCO | 0.0 | 4 | -1 | 3 | 0 | -1 | 5 | 7 | 4 | 0
CCCCn1c(=N)n(CC(O)COc2ccc(C)cc2)c2ccccc21 (stereo not drawn) | -0.5 | 4 | 9 | -8 | -1 | 4 | 15 | 1 | -1 | 5
CCOc1ccc(NC(=O)CN(C)S(=O)(=O)c2ccc3c(c2)CCC(=O)N3)cc1 | 0.4 | -8 | 0 | -4 | -4 | 1 | -8 | -7 | 7 | 0
O=C(Cn1nc(C(F)(F)F)c2c1CCC2)Nc1ccccc1C(F)(F)F | 0.5 | -4 | -3 | -1 | -4 | -3 | -2 | -4 | 3 | 9
COCCNS(=O)(=O)c1cccn1-c1ncc(C(F)(F)F)cc1Cl | 0.2 | 1 | -2 | 0 | -3 | 9 | -14 | -1 | -11 | -1
CCOc1ccc(-c2n[nH]c(=S)c3ccccc23)cc1 | -0.3 | -4 | 0 | 11 | -3 | 0 | 0 | 8 | -4 | 1
NC(=O)Cn1cc(C(=O)C(=O)N2CCOCC2)c2ccccc21 | -0.4 | -9 | 0 | 0 | 1 | -3 | 9 | 5 | -1 | 2
CCOC(=O)c1sc(NC(=O)CN2CCN(c3ccccc3)CC2)nc1C | 0.6 | -4 | 2 | 4 | -4 | 4 | 1 | -5 | 10 | 2
Cc1ccc(OCC(=O)Nc2c[nH]c(=O)[nH]c2=O)cc1C | -0.4 | 4 | 1 | -3 | 2 | 9 | 10 | -2 | 15 | -4
CC(C)CCNC(=O)C(Cc1ccccc1)NS(=O)(=O)c1ccc2c(c1)c(=O)n(C)c(=O)n2C (stereo not drawn) | 0.2 | 6 | 3 | 4 | 7 | 0 | -6 | 2 | 4 | 0
CCC(C)NC(=O)Cn1nc([N+](=O)[O-])c(Cl)c1C (stereo not drawn) | -0.6 | 3 | 4 | 0 | 1 | 0 | -21 | 7 | 8 | -1
CCN(CC)CCn1c(=S)[nH]c2cc(Cl)ccc2c1=O | 0.4 | 0 | 1 | 2 | 0 | 1 | -19 | 17 | 6 | 2
COc1ccc(O)c(/C=N\NC(=O)CCn2nnc3ccccc32)c1 | -11 | -162 | -137 | 4 | -7 | -3 | -3 | -5 | 3 | -2
O=C(NCC1COc2ccccc2O1)C1CCCN(S(=O)(=O)c2cccc3cccnc23)C1 (stereo not drawn) | 0.3 | -3 | -1 | -1 | -3 | -1 | -10 | 5 | -11 | 1
CSc1nsc(/C=C/Nc2ccc(C)c(C)c2)c1C#N | -0.6 | -68 | -56 | 1 | 8 | 4 | -4 | -8 | -9 | -5
COc1ccc(-c2ccc(=O)n(Cc3ccccc3)n2)cc1 | -0.6 | -163 | -139 | 5 | -6 | 4 | -5 | -6 | 0 | -2
COc1cccc(/C=N/N(C)C2=NS(=O)(=O)c3ccccc32)c1O | 0.0 | -4 | 3 | 4 | -5 | -8 | -4 | -19 | 1 | 0
CCC(=O)N1CCC(C)(C(=O)Nc2nccc3ccccc23)C1 (stereo not drawn) | 0.8 | -7 | -1 | -7 | -2 | 4 | 10 | 4 | -11 | -1
Cc1cc(C)cc(C(=O)Nc2ccc3[nH]c(=O)[nH]c3c2)c1 | 0.0 | 0 | 1 | 1 | -2 | -6 | -5 | 1 | 5 | 1

Two of these compounds, set out differently:
Compound,proKLK7 act,PLC-beta3 inh,PLCg1 inh,Rev-erbA mod,Tn7 DDE FP,Tn6 DDE FP,ASAP1 inh,HGIII-sPLA2 inh,ARFGAP1 inh,UHRF1 MBD2 ctr
COc1ccc(O)c(/C=N\NC(=O)CCn2nnc3ccccc32)c1,-11,-162,-137,4,-7,-3,-3,-5,3,-2
CCC(=O)N1CCC(C)(C(=O)Nc2nccc3ccccc23)C1 (stereo not drawn),0.8,-7,-1,-7,-2,4,10,4,-11,-1

In the list so far, these contain an aryl thioether with sulfur outside any ring.
SMILES | proKLK7 act | PLC-beta3 inh | PLCg1 inh | Rev-erbA mod | Tn7 DDE FP | Tn6 DDE FP | ASAP1 inh | HGIII-sPLA2 inh | ARFGAP1 inh | UHRF1 MBD2 ctr
O=[N+]([O-])c1cc(S(=O)(=O)N2CCCC2)ccc1SCCO | 0.3 | -4 | -1 | 4 | -8 | -2 | -1 | -3 | 8 | 1
CSc1nsc(/C=C/Nc2ccc(C)c(C)c2)c1C#N | -0.6 | -68 | -56 | 1 | 8 | 4 | -4 | -8 | -9 | -5

Assay outcomes as filed in PubChem BioAssay.
